TAAR1 antag – antagonists of human TAAR1 | Q96RJ0 | CHO RD-HGA16 TAAR1, Fluo-8 calcium fluorescence, antagonist | inhibition, % at 3 µM | 1.5% of 360,000 active | AID 624466;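 active = inhibition above a per-plate cutoff, the mean inhibition of test compounds on that plate plus 3 SD, cut at about 49% in these data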;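 also: 0% = DMSO plus EC80 beta-PEA response and 100% = DMSO alone without agonist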
Target sequence (Q96RJ0 whole entry, looked up): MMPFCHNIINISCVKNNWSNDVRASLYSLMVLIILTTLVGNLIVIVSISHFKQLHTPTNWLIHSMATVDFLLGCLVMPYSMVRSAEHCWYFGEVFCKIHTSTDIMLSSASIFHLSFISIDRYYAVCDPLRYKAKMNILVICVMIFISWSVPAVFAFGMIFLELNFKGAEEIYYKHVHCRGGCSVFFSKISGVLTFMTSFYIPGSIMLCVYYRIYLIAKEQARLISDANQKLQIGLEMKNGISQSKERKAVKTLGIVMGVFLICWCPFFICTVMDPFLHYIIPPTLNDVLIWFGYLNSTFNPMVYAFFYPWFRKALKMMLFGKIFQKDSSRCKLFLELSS
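test system = CHO RD-HGA16 cells bearing hTAAR1 | replication = singlicate | controls = DMSO-only wells and EC80 β-PEA-stimulated wells | reagent = EC80 β-phenethylamine stimulus | read-out basis = percent inhibition of PEA-evoked calcium signal, max/basal emission ratio | schedule = seeding 17-24 h prior, 75-min 37 °C, 30-min RT dye loading | signal = kinetic Fluo-8 calcium fluorescence measurement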
TAAR1 agonist – agonists of human TAAR1; CHO RD-HGA16 TAAR1, Fluo-8 calcium fluorescence; vehicle wells 0%, saturating PEA agonist 100%; Q96RJ0; activation, % at 3 µM; 0.99% of 360,000 active;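 active = activation above the mean activation of all test compounds in the run plus 3 SD, cut at about 38% in these data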
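Test system: RD-HGA16 (CHO) cells co-expressing Gα16 and hTAAR1; dosing: one-point dosing at 3 µM (nominal); timing: 17-24 h seeding, 75 min 37 °C dye, 30 min RT; signal: kinetic Fluo-8 calcium fluorescence; read-out basis: % activation relative to PEA EC100 response; controls: DMSO and PEA EC100; replicates: n 1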
CHRM4 PAM – potentiates acetylcholine response at human M4 receptor; P08173; CHO-K1 hM4/Gqi5, Fluo-8 calcium fluorescence, ACh EC20; 0% = ACh EC20, 100% = maximal ACh; activation, % at 3 µM; 0.4% of 360,000 active; AID 624126;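 active = activation above its plate's cutoff, the mean activation of sample wells plus 3 SD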; also: some results filed as inactive read as strong as hits
Target sequence (P08173 whole entry, looked up): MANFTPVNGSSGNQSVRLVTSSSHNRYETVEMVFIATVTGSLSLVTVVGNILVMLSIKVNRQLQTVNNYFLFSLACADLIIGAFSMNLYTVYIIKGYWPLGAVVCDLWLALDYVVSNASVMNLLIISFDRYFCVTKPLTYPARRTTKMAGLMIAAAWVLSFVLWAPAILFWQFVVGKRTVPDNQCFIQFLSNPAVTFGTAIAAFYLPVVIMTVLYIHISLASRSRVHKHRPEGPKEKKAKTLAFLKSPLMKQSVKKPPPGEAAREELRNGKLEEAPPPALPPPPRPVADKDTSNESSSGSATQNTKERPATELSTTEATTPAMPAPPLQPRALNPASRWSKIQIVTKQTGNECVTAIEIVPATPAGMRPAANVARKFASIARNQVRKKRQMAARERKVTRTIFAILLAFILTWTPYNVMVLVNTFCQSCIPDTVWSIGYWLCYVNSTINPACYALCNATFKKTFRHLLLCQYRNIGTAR
CHO-K1 Ca PAM – M1 PAM counterscreen hit in parental CHO-K1 cells. ATP EC20, Fluo-8 calcium fluorescence; 0% at ATP EC20, 100% at ATP max. activation, % at 3 µM. 0.02% of 360,000 active;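 active = activation above the run cutoff, the mean activation of all test compounds plus 3 SD, cut at about 40% in these data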;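 also: peak over basal fluorescence ratio in a 140 s read after ATP addition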
CRFR2-BP antag – antagonists of CRF-binding protein/CRF-R2 receptor complex; HEK293 CRF-R2/CRF-BP, CRF-induced calcium fluorescence; inhibition, % at 11.8 µM; 0.59% of 350,000 active; AID 588475;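 active = inhibition of the ligand-induced calcium signal above about 50% at the single tested concentration, limit read from the data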
M5 ag – CHRM5 agonism in calcium assay; P08912; CHO-K1 hM5 cells, Fluo-8 calcium fluorescence; 0% DMSO wells, 100% maximal acetylcholine response; activation, % at 3 µM; 0.19% of 360,000 active; AID 624037;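 active = activation above the run's mean over test compounds plus 3 SD, cut at about 23% in these data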;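 also: signal is peak over basal fluorescence ratio across the kinetic read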
CHRM5 PAM – potentiates acetylcholine response at human M5 receptor; AID 624038; activation, % at 3 µM; 0.3% of 360,000 active; CHO-K1 hM5, Fluo-8 calcium, ACh EC20 PAM; 0% = ACh EC20, 100% = ACh EC100; P08912;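 active = activation above the run cutoff, the mean activation of all test compounds plus 3 SD, cut at about 18% in these data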
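Replicates: One well per compound, no replicates | System: Human M5 receptor in CHO-K1 cells | Benchmarks: Low control EC20 acetylcholine (0%), high control EC100 acetylcholine (100%) | Probe or stimulus: Acetylcholine, EC20 level | Times: Fluo-8 loading 80 min at 37 °C plus 30 min room temperature | Signal: Intracellular calcium via Fluo-8 fluorescence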
CRFR2-BP ag – CRF-BP/CRF-R2 complex agonism | 0.46% of 350,000 active | activation, % at 13.2 µM | HEK293 CRF-R2/CRF-BP, calcium dye fluorescence (FLIPR); percent of saturating CRF peptide response;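 active = activation of at least 50%, plus an integration ratio under a set limit after plate pattern correction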;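 also: plate controls were neutral control wells without compound for no effect and CRF at EC100 for full effect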
M5 antag – blocks acetylcholine activation of human M5 receptor. inhibition, % at 3 µM. P08912. 0.59% of 360,000 active. CHO-hM5 cells, Fluo-8 calcium fluorescence, ACh EC80;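 active = inhibition above a per-plate cutoff, the mean of that plate's test compounds plus 3 SD, cut at about 27% in these data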;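 also: 0% = acetylcholine EC80 with DMSO and 100% = DMSO without agonist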
An asterisk follows results filed as active; · = not tested or not shown.

Values run as follows: TAAR1 antag	TAAR1 agonist	CHRM4 PAM	CHO-K1 Ca PAM	CRFR2-BP antag	M5 ag	CHRM5 PAM	CRFR2-BP ag	M5 antag
- COc1ccc(-c2noc(CCC(=O)O)n2)cc1
 : -9	4	4	-2	4	0	0	0.7	4
- COc1cccc(CNC(=O)[C@@H]2CCCN2C(=O)[C@H]2CCCCN2S(=O)(=O)c2ccc(OC)c(C)c2)c1
 : -18	2	6	-7	·	2	-9	·	0
- CNC(=S)N(CCN(C)C)Cc1cc2cc3c(cc2[nH]c1=O)OCO3
 : -1	4	-6	-28	-4	-2	4	0.6	-9
- Cc1c(CC(=O)NCC(=O)O)c(=O)oc2cc3c(cc12)CCC(C)(C)O3
 : -16	3	5	10	1	-2	2	0.8	2
- COc1ccc(C2CC(C(F)(F)F)n3ncc(C(=O)Nc4cccc(O)c4)c3N2)cc1OC (centres undefined)
 : 11	2	7	5	-8	-10	-7	1.9	-4
- O=C(Nc1ccc(C(=O)O)cc1)/C(=C\c1ccccc1)NC(=O)c1ccco1
 : -2	2	-2	5	2	-2	0	-1.5	12
- O=C(O)Cc1cn(Cc2ccc(F)cc2)c2ccccc12
 : -5	2	6	-1	-10	-3	-2	0.1	9
- Cc1nn(C)c(C)c1NC(=S)Nc1ccc(S(=O)(=O)Nc2ncccn2)cc1
 : -8	3	10	-5	-2	-4	-5	-1.2	10
- OC[C@@H]1CN(Cc2ccco2)C[C@H](n2cnc3c(NCc4ccc(F)cc4)ncnc32)O1
 : 9	0	-2	1	·	3	5	·	-10
- COc1ccc(-c2cnc3n2CCCCC3)cc1
 : -11	3	-6	11	-4	-17	-1	0.8	3
- COc1cc(CNCC2CCCO2)ccc1OCC(N)=O (centres undefined)
 : -1	-1	0	19	2	-2	8	-1.3	7
- O=C(N/N=C/c1ccc(Cl)cc1Cl)c1ccncc1
 : 11	1	1	2	6	2	3	-0.8	6
- Cc1noc(C)c1C(=O)OC(C)C(=O)NC(C)c1ccc(Cl)cc1Cl (centres undefined)
 : 17	26	2	20	-4	-1	-4	0.4	16
- COCC1CCCCN1C(=O)c1ccc(OC)c(OC2CCN(C(C)C)CC2)c1 (centres undefined)
 : -12	6	-3	-2	-1	-6	-2	-0.9	1
- CCOc1ccccc1NC=C1C(=O)OC2(CCCCC2)OC1=O
 : 14	4	1	0	-8	0	-6	-0.3	1
- O=C(CSc1nnc(-c2ccc(F)cc2)o1)Nc1ccccc1N1CCOCC1
 : 3	5	2	-2	-4	-1	-7	1.4	0
- N=C(N)c1ccc(N)cc1
 : -8	1	-4	13	7	0	-1	0.8	1
- Cc1ccc2nc3n(c(=O)c2c1)-c1cc2ccccc2cc1C(=O)NC3CC(C)C (centres undefined)
 : 0	2	1	18	-19	1	4	3.7	-6
- Cn1c(SCC(=O)NNC(=O)c2ccccc2)nnc1C1CC1
 : -5	-3	-2	4	14	-2	-2	0.3	17
- CSc1ccc(C(=O)C2CCCN(C(=O)c3ccc(C)nc3)C2)cc1 (centres undefined)
 : -15	10	6	5	13	2	-1	-0.6	6
- O=C(O)CC1S/C(=N\N=C2CCCCCC2)N(c2ccccc2)C1=O (centres undefined)
 : 5	-1	-15	-2	6	2	-3	0.7	3
- C=C(C)COc1ccc2c(C)c(CC(=O)N3C[C@H]4C[C@@H](C3)c3cccc(=O)n3C4)c(=O)oc2c1C
 : 3	-1	-1	-7	5	-2	-5	-0.8	-1
- Cc1cc(C)c(C(=O)c2cccs2)c(C)c1
 : -17	3	4	3	5	-7	-2	-5.7	8
- CCOC(=O)c1[nH]c(C)c(C(=O)NCc2ccc(Cl)cc2)c1C
 : -9	5	-1	11	2	-1	-3	1.2	3
- O=C1CC(=O)OC(c2ccc([N+](=O)[O-])cc2)O1
 : ·	·	5	9	9	0	2	15	6
- CC(C)(C)C1CCC(=NNC(=O)c2ccccc2-n2cccc2)CC1 (centres undefined)
 : 0	-2	3	26	-29	-5	2	-2.0	-7
- COc1cc(/C=C(\C#N)c2nc3ccccc3[nH]2)ccc1Oc1ccc([N+](=O)[O-])cn1
 : 84*	20	-25	6	-66	6	-15	5.8	3
- COc1ccc(CC(=O)Oc2cc(C)[nH]c(=O)c2[N+](=O)[O-])cc1
 : -13	1	-2	2	21	0	2	0.4	-4
- COC(=O)c1ccc(Nc2ncnc3sccc23)cc1
 : 7	5	-9	14	-16	2	-5	1.5	2
- CC(C)N1C(=O)c2ccccc2C1C(=O)NCCc1ccccc1 (centres undefined)
 : -13	12	-4	7	10	-2	-1	-3.3	6

Grouped by structure: those above with a Cl atom (3)
Values run as follows: TAAR1 antag	TAAR1 agonist	CHRM4 PAM	CHO-K1 Ca PAM	CRFR2-BP antag	M5 ag	CHRM5 PAM	CRFR2-BP ag	M5 antag
- O=C(N/N=C/c1ccc(Cl)cc1Cl)c1ccncc1
 : 11	1	1	2	6	2	3	-0.8	6
- Cc1noc(C)c1C(=O)OC(C)C(=O)NC(C)c1ccc(Cl)cc1Cl (centres undefined)
 : 17	26	2	20	-4	-1	-4	0.4	16
- CCOC(=O)c1[nH]c(C)c(C(=O)NCc2ccc(Cl)cc2)c1C
 : -9	5	-1	11	2	-1	-3	1.2	3

Filtered by structure, those above containing a furan ring, fused or not
Values run as follows: TAAR1 antag	TAAR1 agonist	CHRM4 PAM	CHO-K1 Ca PAM	CRFR2-BP antag	M5 ag	CHRM5 PAM	CRFR2-BP ag	M5 antag
- O=C(Nc1ccc(C(=O)O)cc1)/C(=C\c1ccccc1)NC(=O)c1ccco1
 : -2	2	-2	5	2	-2	0	-1.5	12
- OC[C@@H]1CN(Cc2ccco2)C[C@H](n2cnc3c(NCc4ccc(F)cc4)ncnc32)O1
 : 9	0	-2	1	·	3	5	·	-10

Next section
Values run as follows: TAAR1 antag	TAAR1 agonist	CHRM4 PAM	CHO-K1 Ca PAM	CRFR2-BP antag	M5 ag	CHRM5 PAM	CRFR2-BP ag	M5 antag
- Cc1ncc(CO)c(/C=N/Nc2cccc(Cl)n2)c1O
 : 16	20	-3	-9	-4	-2	-5	0.4	6
- COc1cc(OC)cc(C(=O)Nc2ccc(C(=O)c3ccncc3)cc2)c1
 : 27	5	-11	-13	13	-4	-11	-0.6	26
- Cc1cc(N2CCN(C(=O)c3ccco3)CC2)n2nc(-c3cccc(F)c3)cc2n1
 : 22	7	-1	22	10	0	-7	-0.6	-3
- CCc1cccc2cc3c(N)c(C(=O)Nc4ccc(S(=O)(=O)N5CCCC5)cc4)sc3nc12
 : 65*	17	-18	15	-151	11	-4	63*	26
- COc1ccc(NC(=O)Nc2ccc3c(c2)C(=O)N([C@H](C)CO)C[C@H](C)[C@@H](CN(C)C(=O)Nc2ccccc2)O3)cc1
 : -9	4	-2	-6	-14	-2	2	1.9	-5
- CC(O)Cn1c(=O)c2c(nc(Br)n2Cc2ccccc2)n(C)c1=O (centres undefined)
 : -4	5	1	1	-2	1	1	-2.2	2
- NC(=O)[C@H]1CC2(CC(c3cccc(NC(=O)COc4ccc(Cl)cc4)c3)=NO2)CN1C(=O)C(c1ccccc1)c1ccccc1 (some centres undefined)
 : 10	7	9	-8	-3	3	-2	-1.3	10
- O=C(CN1CCN(S(=O)(=O)c2ccc(F)cc2)CC1)NC1CC1
 : -2	0	3	16	8	-3	8	-0.6	-15
- Cc1ccc(SC[C@H](CC(C)C)N2CCN(C)CCC2=O)cc1
 : -2	4	-1	13	1	-12	-4	0.0	5
- CCNC(=O)C1CC(=O)N(c2ccc(OCC)cc2)C1 (centres undefined)
 : 2	17	5	-1	-14	-2	-1	2.8	5
- CC(CN(C)Cc1ccccc1)OC(=O)c1ccc2c(c1)OCCO2 (centres undefined)
 : -8	1	-6	2	5	-13	-1	-1.4	-8
- C=CCn1c(SCC(=O)c2c(N)n(C3CC3)c(=O)[nH]c2=O)nnc1-c1ccccc1OC
 : -23	1	22	-11	4	2	1	-0.1	1
- COCOCCn1cc(CN2CCS(=O)(=O)N(Cc3ccc(-c4cccc(N(C)C)c4)cc3)C(C(C)C)C2=O)nn1 (centres undefined)
 : 9	2	-4	4	-6	0	-1	-0.4	15
- COc1ccccc1CNS(=O)(=O)c1ccc2c(c1)NC(=O)C(C)S2 (centres undefined)
 : 14	2	-8	10	0	6	-6	1.0	-5
- CC1(C)CC(NC(=O)c2ccccc2NS(=O)(=O)c2ccc(Br)cc2)CC(C)(C)N1
 : -5	0	-1	20	-5	-11	-6	-1.3	11
- COc1ccc(NC(=O)CNC(=O)c2ccco2)cc1S(=O)(=O)Nc1cc(C)ccc1Br
 : 3	1	7	-1	-34	-5	4	2.9	13
- COc1ccc(S(=O)(=O)N2CCN(C(=O)COc3ccccc3)CC2)cc1
 : 12	3	-3	2	-3	-1	-3	0.7	-4
- C[C@H](NC(=O)c1ccco1)C(=O)NNC(=O)COc1cccc(C(F)(F)F)c1
 : 6	-3	8	8	5	4	6	0.9	-2
- COc1cccc(OCC(Cn2c(C)nc3ccccc32)OC(C)=O)c1 (centres undefined)
 : -4	4	-6	12	-1	5	-7	-1.0	-4
- CCCn1c(N)c(C(=O)CSc2nc(C)cs2)c(=O)n(C)c1=O
 : 24	13	-4	11	-39	6	-9	6.7	4
- OCCC1CN(Cc2ccccc2O)CCN1CCCc1ccccc1 (centres undefined)
 : -7	1	0	6	-5	-11	-2	0.7	-10
- CCOC(=O)c1ccc(N=C2NC(=O)CS2)cc1
 : 4	5	-8	-3	1	-4	0	-2.1	9

Compound profiles (already shown).
COc1ccc(S(=O)(=O)N2CCN(C(=O)COc3ccccc3)CC2)cc1 is listed with TAAR1 antag: 12; TAAR1 agonist: 3; CHRM4 PAM: -3; CHO-K1 Ca PAM: 2; CRFR2-BP antag: -3; M5 ag: -1; CHRM5 PAM: -3; CRFR2-BP ag: 0.7; M5 antag: -4
CCOc1ccccc1NC=C1C(=O)OC2(CCCCC2)OC1=O is listed with TAAR1 antag: 14; TAAR1 agonist: 4; CHRM4 PAM: 1; CHO-K1 Ca PAM: 0; CRFR2-BP antag: -8; M5 ag: 0; CHRM5 PAM: -6; CRFR2-BP ag: -0.3; M5 antag: 1
